Source: PubChem
All columns: NCI-60 one-dose screen, growth in % after 48 h at 10 µM unless noted; 100 = growth as untreated, 0 = no growth, -100 = all killed.
RPMI-8226 – RPMI-8226 leukemia cells | 77,000 tested, 7.5% active
CCRF-CEM – CCRF-CEM leukemia; AID 1794778; 77,000 tested, 7% active
K-562 – K-562 leukemia. 78,000 tested, 7.4% active. AID 1794777
MOLT-4 – MOLT-4 leukemia cells | 80,000 tested, 6.9% active | AID 1794779
MDA-MB-468 – MDA-MB-468 breast cancer; 78,000 tested, 8.5% active
MDA-MB-435 – MDA-MB-435 melanoma; 82,000 tested, 7.8% active; AID 1794794
SR – SR leukemia cells. 73,000 tested, 8.7% active
HOP-62 – HOP-62 NSCLC; 80,000 tested, 3.9% active; AID 1794735
An asterisk follows results filed as active; · = no result given. Rule for the calls: active = growth percent below 10; inactive = the rest.

SMILES	RPMI-8226	CCRF-CEM	K-562	MOLT-4	MDA-MB-468	MDA-MB-435	SR	HOP-62
O=C(NCCCCO)c1cncnc1Nc1ccc2c(ccn2Cc2cccc(F)c2)c1	95	103	82	88	67	92	93	94
COc1ccc(/C=C\c2cc(OC)c(OC)c(OC)c2)cc1OCC(=O)Nc1ccc2ncsc2c1	57	·	·	·	71	33	·	102
COc1cc(C2C3=C(COC3=O)N(CCO)c3cc4c(cc32)OCO4)cc(OC)c1O (centres undefined)	22	29	28	48	-36*	-40*	21	42
CN1CC(=O)N2[C@H](c3ccc4c(c3)OCO4)c3[nH]c4ccccc4c3C[C@@H]2C1=O	108	112	85	92	115	106	84	109
C=CCn1c(SCC(=O)Nc2cccc(C(=O)/C=C/c3ccc(OC)c(OC)c3)c2)nc2ccccc2c1=O	39	79	·	·	81	101	·	103
O=C(CC(c1ccccc1)N1CCCCC1)c1ccccc1 (centres undefined)	57	98	67	89	101	105	56	97
CSc1ccc(CNc2ccc(N3CCOCC3)c(C(=O)O)c2)cc1	109	117	100	99	105	107	94	96
Nc1nnc(-c2cc(=O)oc3ccc4ccccc4c23)o1	83	97	90	97	107	101	93	95
Clc1ccc(CN2CCO[C@H](CSc3ccccc3)C2)cc1	101	106	104	99	114	106	103	105
O=C(CCc1nnc2sc(-c3ccccc3O)nn12)c1nc2ccccc2[nH]1	82	82	·	72	67	81	·	73
COc1ccc(/C=C2\CCCC3=C2N=C2SC(C)=NN2C3c2ccc(OC)cc2)cc1 (centres undefined)	75	93	108	88	96	97	89	105
CC[C@@H]1OC(=O)[C@H](C)[C@@H](O[C@H]2C[C@@](C)(OC)[C@@H](O)[C@H](C)O2)[C@H](C)[C@@H](O[C@@H]2O[C@H](C)C[C@H](N(C)C)[C@H]2O)[C@](C)(O)C[C@@H](C)[C@@H]2N[C@@H](COCCOC)O[C@H]([C@H]2C)[C@]1(C)O	89	82	103	90	109	106	·	107
CCCCOc1ccc(C(=O)OC(C)CNCCC)cc1N (centres undefined)	100	94	92	75	93	104	108	81
COc1ccc(-c2cc(-c3ccc(F)cc3)c(C#N)c(=O)[nH]2)c(OC)c1	77	·	87	87	96	81	102	98
Cc1c(-c2ccccc2)n[nH]c1-c1[nH]nc(-c2ccccc2)c1C	101	83	81	104	107	99	·	102
COC(=O)c1nc(N)nc(C(=O)OC)c1C(=O)c1ccccn1	108	108	107	146	95	102	110	107
C/C(=N\N1C(=O)c2ccccc2NC1c1ccccc1[N+](=O)[O-])c1c(O)cc(C)oc1=O (centres undefined)	98	88	83	97	118	110	89	95
CN1CCN(C(=S)SCC(=O)Nc2nc3ccccc3s2)CC1	99	·	109	113	104	118	101	90
CC1(COC2Nc3ccc([N+](=O)[O-])cc3OC2(C)CO)C=Nc2ccc([N+](=O)[O-])cc2O1 (centres undefined)	32	90	91	92	104	99	90	86
CC1=NN(c2ccccc2)C(=O)/C1=C\c1cc(=O)oc2ccc(C)cc12	88	91	94	81	55	109	71	95
c1ccc2c(c1)Sc1cnccc1N2CC1CO1 (centres undefined)	107	93	100	97	89	83	92	109
O=C(Nc1ncccc1OCc1cn(Cc2ccc(F)cc2)nn1)c1ccccc1	96	26	104	·	102	100	·	108
CCN1CCN(c2nc(C)cc(N(CCCNc3ccnc4cc(Cl)ccc34)Cc3ccco3)n2)CC1	8.0*	42	8.2*	44	84	4.0*	-17*	52
Cc1nn(-c2cc(NC3CCC(O)CC3)c3c(=O)[nH]c(CCC(F)(F)F)cc3c2)c2c1C(=O)CC(C)(C)C2 (centres undefined)	41	67	18	41	5.2*	19	26	44
CC(C)c1nn[nH]n1	102	102	109	113	98	110	103	108
C[C@@H]1CC2C3CCC4=CC(=O)C=C[C@]4(C)[C@@]3(F)[C@@H](O)C[C@]2(C)[C@H]1C(=O)CO (some centres undefined)	50	49	99	103	104	97	99	106
COc1cc(C2C(C(=O)Nc3ccccn3)=C(C)NC(C)=C2C(=O)Nc2ccccn2)cc(CN2CCCCC2)c1O	69	94	·	95	112	99	89	85
N#Cc1nn(-c2cc(=O)[nH]c3ccc(Br)cc23)c(N)c1C#N	-30*	-32*	-12*	-16*	106	96	-14*	83
NC(=O)Cc1nc(O)cs1	102	106	103	95	100	113	92	103
Cc1[nH]n(-c2ccccc2)c(=O)c1N=Nc1ccc(S(=O)(=O)N=C(N)N)cc1	68	83	61	80	50	88	75	101
O=C(Nc1cc(C(F)(F)F)cc(C(F)(F)F)c1)Nc1ccccc1B(F)F	60	·	70	89	67	92	130	85
COc1cc2c(cc1OCCCCCCN1CCN(CC(=O)Nc3ccc(Cl)cc3C(=O)c3ccccc3Cl)CC1)N=CC1CCCN1C2=O (centres undefined)	·	-66*	-62*	-64*	·	-81*	-70*	-78*
COC(=O)c1ccc2c(c1)[n+](=O)c(C(N)=O)c(C)n2[O-]	97	91	115	91	101	114	102	100
COC(=O)c1c(C)[nH]c2c3c(c(OC(C)=O)cc12)[C@H]1C[C@@H]2[C@@]4(C)CCCC(C)(C(=O)O)[C@@H]4CC[C@@]32C=C1C(C)C (some centres undefined)	75	80	60	91	91	102	107	75
O=c1[nH]c2ccccc2cc1CSc1ccccc1Nc1nccc(-c2ccc(C(F)(F)F)cc2)n1	63	87	59	63	48	75	54	79
COc1ccc2nc(SCC(=O)NCc3ccccc3)[nH]c2c1	72	88	74	74	69	101	84	86
Cc1ccc(OC(=O)c2ccccc2)cc1	113	108	101	104	107	112	102	98
O=C1/C(=C/C2=Cc3ccccc3OC2)SC(=S)N1c1ccccc1	70	58	48	69	88	90	·	99
CNC(=S)N(C1CCCCC1)C1CCCCC1	110	114	92	76	96	106	100	98
CCN(CC)CCNC1CC(C)CC(C)(C)C1 (centres undefined)	98	101	99	102	94	98	96	101

The list goes on (two carried over from the part before).
SMILES	RPMI-8226	CCRF-CEM	K-562	MOLT-4	MDA-MB-468	MDA-MB-435	SR	HOP-62
CNC(=S)N(C1CCCCC1)C1CCCCC1	110	114	92	76	96	106	100	98
CCN(CC)CCNC1CC(C)CC(C)(C)C1 (centres undefined)	98	101	99	102	94	98	96	101
O=C1OC2C(I)C3CC1C2C3 (centres undefined)	101	99	96	94	102	109	88	99
NC(C/[N+]([O-])=N/O)C(=O)O (centres undefined)	111	101	62	101	·	107	77	130
C=C(C)[C@@H]1CC[C@]2(C(N)=O)CC[C@]3(C)[C@H](CC[C@@H]4[C@@]5(C)C/C(=C/c6cc(OC)cc(OC)c6)C(=O)C(C)(C)[C@@H]5CC[C@]43C)[C@@H]12	41	57	36	25	62	73	44	79
Cn1ccc(=O)[nH]c1=O	99	97	85	81	135	106	71	113
CCOC(=O)CNc1ccc2c(c1)C(=O)c1ccccc1-2	107	106	95	111	97	110	92	104
COc1ccc(-c2cc(-c3ccc(Nc4ncnc5cc(Cl)ccc45)cc3)nc(N3CCCCC3)n2)cc1OC	99	100	101	102	101	105	111	104
O/N=C(\c1ccco1)C(O)c1ccco1 (centres undefined)	101	100	99	96	104	107	93	100
CC(=O)Nc1ccc(Oc2ncnc3sc(C)c(C)c23)cc1	96	97	96	96	93	99	101	86
CCCCC(O)Cn1ncc(C(=O)OCC)c1NC(=O)Nc1cccc(C(F)(F)F)c1 (centres undefined)	35	38	32	64	41	23	63	66
CCN1CCN(C(=O)[C@]23CCC(C)(C)C[C@H]2C2=CC[C@@H]4[C@@]5(C)CC/C(=N/O)C(C)(C)[C@@H]5CC[C@@]4(C)[C@]2(C)CC3)CC1	17	38	59	31	47	66	0.7*	77
O=c1cc(N/N=C/c2ccc(F)cc2)c2cc(Cl)ccc2[nH]1	-44*	-13*	2.4*	-16*	73	79	4.1*	95
C/C=C(/C)c1ccccc1	115	120	107	106	87	113	100	100
COC(=O)C1=CCC[C@@H]2[C@@](C)(CC(=O)c3ccoc3)[C@H](C(=O)OC)CC[C@@]12C	94	61	81	92	·	117	·	101
O=[N+]([O-])c1cc(Br)cc(Br)c1	101	102	108	98	103	113	116	85
COC1OC2COC(c3ccccc3)OC2C(NC(C)=O)C1OC(C)=O (centres undefined)	108	91	110	105	114	108	109	101
c1ccc(Nc2cccc3ccccc23)cc1	105	98	96	78	106	111	87	100
CCCCCCCCCCCCCCCCNC(=O)Nc1ccc(Br)cc1	·	85	103	73	104	115	92	118
CC(=O)Oc1ccc2cc(-c3ccccc3)c(=O)oc2c1	87	88	93	89	·	90	102	92
C[C@]12CCC(=O)C=C1CC[C@@H]1[C@@H]2[C@@H](O)C[C@]2(C)/C(=C\CO)CC[C@@H]12	102	88	97	97	106	105	91	113
CCCCNc1nc(NN2C(=O)c3cccc4cccc(c34)C2=O)nc(N2CCOCC2)n1	93	93	88	84	107	107	83	93

Compound profiles (already shown):
CC(=O)Oc1ccc2cc(-c3ccccc3)c(=O)oc2c1 is listed with RPMI-8226 = 87; CCRF-CEM = 88; K-562 = 93; MOLT-4 = 89; MDA-MB-468 = ·; MDA-MB-435 = 90; SR = 102; HOP-62 = 92
C=C(C)[C@@H]1CC[C@]2(C(N)=O)CC[C@]3(C)[C@H](CC[C@@H]4[C@@]5(C)C/C(=C/c6cc(OC)cc(OC)c6)C(=O)C(C)(C)[C@@H]5CC[C@]43C)[C@@H]12 is listed with RPMI-8226 = 41; CCRF-CEM = 57; K-562 = 36; MOLT-4 = 25; MDA-MB-468 = 62; MDA-MB-435 = 73; SR = 44; HOP-62 = 79
CCOC(=O)CNc1ccc2c(c1)C(=O)c1ccccc1-2 is listed with RPMI-8226 = 107; CCRF-CEM = 106; K-562 = 95; MOLT-4 = 111; MDA-MB-468 = 97; MDA-MB-435 = 110; SR = 92; HOP-62 = 104

Next section:
SMILES	RPMI-8226	CCRF-CEM	K-562	MOLT-4	MDA-MB-468	MDA-MB-435	SR	HOP-62
CC(C)C(=O)OCCN(C)CCc1ccccc1	116	105	104	110	127	112	107	101
CCOC(=O)C1C(C)=CC(=O)CC1C (centres undefined)	106	109	110	104	117	104	·	96
CC(=O)Oc1ccc(Cl)cc1CN(C(C)=O)C1CCCCC1	84	88	·	86	101	115	93	102
Cn1cc(-c2nc(N)nnc2-c2c[nH]c3ccc(Br)cc23)c2cc(F)ccc21	80	83	56	69	76	50	50	103
O=C1C2=C(C(=O)N1O)c1cn(c3ccccc13)CCCCCCn1cc2c2ccccc21	93	99	109	109	97	111	92	107
COc1cc(C2CC(c3ccccc3)=NN2C=O)ccc1Oc1nc2c(c(=O)n(C)c(=O)n2C)n1C (centres undefined)	61	78	74	62	64	57	67	102
COc1ccc(Cn2nc3c(c2-c2ccccc2)-c2oncc2CC3)cc1	·	85	87	89	103	90	77	108
C=CCn1cc(/C=C2\C(=O)N(c3cccc(Cl)c3)N=C2C)c2ccccc21	·	94	78	76	85	84	·	102
CS(=O)(=O)c1nccc(-c2c(-c3ccc(OCCN4CCOCC4)cc3)nc3sccn23)n1	102	95	·	96	68	96	82	100
C=C1C(=O)O[C@H]2[C@H]1CC/C(Cn1cc(-c3cccc(Cl)c3)nn1)=C\CC[C@@]1(C)O[C@@H]21	-34*	-41*	0.7*	-19*	-66*	-79*	-3.1*	-38*
CCCCCCCCCCC(C)Br (centres undefined)	101	95	93	95	111	100	94	119
C/C(=N/NC(N)=S)c1ccc(C)cc1	71	43	58	64	23	96	95	88
CC1(C)C2CC=C(CCO)C1C2 (centres undefined)	101	111	108	94	106	118	96	77
COC(=O)c1cccnc1Nc1ccc(N2C(=O)c3ccccc3C2=O)cc1	104	108	110	106	106	103	97	111
Brc1ccc(/C=C/c2n(Cc3ccc4ccccc4c3)c3ccccc3[n+]2Cc2ccc3ccccc3c2)cc1	-57*	-14*	-19*	-7.5*	-89*	-94*	·	-74*
O=C(CCCC(=O)Nc1ccc(NC(=O)Nc2ccc(Cl)c(C(F)(F)F)c2)cc1)NOCc1ccccc1	70	62	70	49	83	84	58	88
S=c1nc(-c2ccccc2)c(-c2ccccc2)n[nH]1	·	97	109	132	104	103	107	95
NC(=O)N1CCN(c2ccccc2)CC1	106	101	69	91	90	101	84	85
O=c1c2ccccc2nc(SCc2n[nH]c(=S)n2-c2ccc(F)cc2)n1CCc1ccccc1	77	85	89	100	·	106	·	·
C/C(=N\Nc1ccc(S(N)(=O)=O)cc1)c1cnn(-c2cc(=O)[nH]c3ccc(Cl)cc23)c1C	84	48	70	66	53	73	28	75

2 entries from above, with bars between the fields.
molecule | RPMI-8226 | CCRF-CEM | K-562 | MOLT-4 | MDA-MB-468 | MDA-MB-435 | SR | HOP-62
COc1ccc2nc(SCC(=O)NCc3ccccc3)[nH]c2c1 | 72 | 88 | 74 | 74 | 69 | 101 | 84 | 86
COc1ccc(Cn2nc3c(c2-c2ccccc2)-c2oncc2CC3)cc1 | · | 85 | 87 | 89 | 103 | 90 | 77 | 108

Continuation:
SMILES	RPMI-8226	CCRF-CEM	K-562	MOLT-4	MDA-MB-468	MDA-MB-435	SR	HOP-62
COc1cnc2c(c1)C(=O)c1c-2n(CCCN2CCN(C)CC2)c(=O)c2cc(Cl)ccc12	43	-15*	-76*	-37*	54	38	-9.3*	21
CC(=O)Nc1c(C)cc(C)cc1[N+](=O)[O-]	106	109	106	90	108	121	79	96
Cc1[nH]c(C2CC(c3cccs3)=NN2C)c(C)c1C(=O)O (centres undefined)	96	98	89	93	103	102	99	102
COc1ccc(C(=O)CNc2ccc(-n3c(C)nc4c(cnn4-c4ccccc4)c3=O)cc2)cc1	74	82	73	87	65	102	·	116
CC(=O)O[C@H]1[C@H](CC#CC#CC[C@@H]2C[C@]3(C)[C@H]4CC=C5[C@H]6[C@@H](C)[C@H](C)CC[C@]6(C(=O)NCCCCCCCCN)CC[C@@]5(C)[C@]4(C)CC[C@H]3C(C)(C)[C@H]2OC(C)=O)C[C@]2(C)[C@H]3CC=C4[C@H]5[C@@H](C)[C@H](C)CC[C@]5(C(=O)NCCCCCCCCN)CC[C@@]4(C)[C@]3(C)CC[C@H]2C1(C)C	96	105	108	103	74	110	123	97
O=c1c2c3c(sc2nc(SCc2ccccc2)n1-c1ccccc1)CCCCC3	107	101	101	97	107	107	96	108
